High-throughput results from PubChem.
BAZ2B block: BAZ2B (human) inhibition. Q9UIF8. AlphaScreen BAZ2B-H3K14Ac peptide displacement. Potency, µM (series often up to 114 µM), inactives show at the highest dose activity change, negative = inhibition, most hits filed as inhibitors. 360,000 compounds, 4.4% hits. AID 504333; note: % is set by controls: 0 for no effect and ±100 for the full control effect; nearly all actives have a fitted effect of over 60% in size
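Multi-concentration screen (max 110 uM) measuring displacement of acetylated histone H3 peptide from BAZ2B by AlphaScreen, using 50 nM protein, 50 nM peptide and 10 ug/mL streptavidin donor plus Ni-chelate acceptor beads.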
BLM inh: Bloom syndrome helicase (human) inhibition; recombinant BLM DNA unwinding, fluorescence dequenching; Potency, µM (top dose mostly 56.1 µM), for the others: at the highest dose activity change, negative = inhibition, hits mostly inhibitors; 350,000 compounds, 0.2% hits; AID 2528;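 note: plate controls were vehicle for no effect and no enzyme for full effect; nearly all actives have a fitted effect of over 35% in size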
POLB inh: inhibitors of human DNA polymerase beta; Potency, µM (doses to about 114 µM), inactives show at the top dose activity change, negative = inhibition, usual class: inhibitors; 340,000 compounds, 1.3% hits; AID 485314; Pol beta primer extension/strand displacement, fluorescence kinetic; note: % is set by controls: 0 for no effect and ±100 for the full control effect
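Reaction started by 50 nM substrate onto compound-treated Pol beta (10 nM, 15 min preincubation, room temperature); plates read at 0 min and 10 min. Normalized concentration-effect data fitted by four-parameter Hill equation.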
Pol iota inh: DNA polymerase iota (human) inhibition; Pol iota fluorescent replication assay, 10 min; Q9UNA4; Potency, µM (top dose mostly 115 µM), without a hit: top-dose activity, negative = inhibition, usual class: inhibitors; AID 588590; 390,000 compounds, 1% hits
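Fluorescent replication assay read twice, at 0 min and 10 min after adding 50 nM (final) substrate. Enzyme (10 nM) and compounds were first incubated 15 min at room temperature; enzyme-free buffer wells were negative controls.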
POLK inh: inhibitors of human DNA polymerase kappa | Q9UBT6 | Potency, µM (highest dose often 107 µM), for the others: top-dose activity, negative = inhibition, usual class: inhibitors | 400,000 compounds, 0.53% hits | AID 588579 | purified Pol kappa, fluorescent DNA synthesis assay, 10 min; note: % is set by controls: 0 for no effect and ±100 for the full control effect
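Fluorescent qHTS in 1536-well format: enzyme (10 nM) and compound sat 15 min at room temperature before 50 nM substrate (final) was added. Signal taken at 0 and 10 min; no-enzyme buffer wells were negative controls.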
G9a block: G9a (human) methyltransferase inhibition; Q96KQ7; G9a H3K9 monomethylation, AlphaScreen, 2 h; Potency, µM (titrated, usually from 102 µM), without a hit: at the top dose activity, negative = inhibition, hits mostly inhibitors; 350,000 compounds, 8.8% hits; note: % is set by controls: 0 for no effect and ±100 for the full control effect; nearly all actives have a fitted effect of over 75% in size
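Compounds were preincubated with 20 nM G9a for 15 min, after which biotinylated H3K9 peptide (500 nM) and SAM (20 uM) started a 2 h room-temperature reaction. Monomethylated product was quantified by antibody-based AlphaScreen chemiluminescence.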
POLH inh: blocks human DNA polymerase eta activity; Q9Y253; recombinant Pol eta, fluorescent DNA replication assay; Potency, µM (top dose mostly 114 µM), for inactives: top-dose activity change, negative = inhibition, hits mostly inhibitors; 390,000 compounds, 1.2% hits; AID 588591; note: % is set by controls: 0 for no effect and ±100 for the full control effect
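Fluorescent replication assay: 50 nM final substrate added after a 15 min room-temperature compound preincubation with 10 nM enzyme. Signal taken at 0 min and again at 10 min.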
APE1 inh: blocks human APE1 abasic DNA cleavage | 350,000 compounds, 0.35% hits | Potency, µM (doses to about 65.8 µM), for the others: at the top dose activity change, negative = inhibition, most hits filed as inhibitors | P27695 | recombinant APE1, TAMRA/BHQ-2 abasic DNA cleavage fluorescence;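 note: plate controls were vehicle for no effect and reference inhibitor for full effect; nearly all actives have a fitted effect of over 55% in size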
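Activity was derived from the fluorescence gain between first and third kinetic reads (60 s intervals, ex 525/em 598 nm) after 50 nM THF-abasic TAMRA/BHQ-2 duplex was added to 0.75 nM APE1 preincubated 15 min with compound.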
Anesthetic bind: binds horse apoferritin like a general anesthetic. Potency, µM (titrated, usually from 77.5 µM), for inactives: at the highest dose activity change, negative = displacement, most hits filed as inhibitors. P02791. 350,000 compounds, 0.074% hits. apoferritin/1-aminoanthracene competitive binding, fluorescence. AID 485281; note: % is set by controls: 0 for no effect and ±100 for the full control effect; nearly all actives have a fitted effect of over 20% in size
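In PBS, apoferritin at 10 uM is loaded with 1-AMA from a 50% saturated solution. After 10 min of compound exposure at ambient temperature, reduced 535 nm fluorescence indicates probe displacement.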
An asterisk follows results filed as active; [ ] = dose if it differs, or a comment. Calls come from the whole dose curve; as a rule, active = well fitted curve in the direction sought with a large enough effect; inconclusive = small, poorly fitted or top-dose-only effect, or another doubt; inactive = no such curve, though single readings can be large; an effect the other way counts as inactive or inconclusive. Potency is the fitted concentration of half-maximal effect. An excerpt; count on the stated rates, not on these rows.

How did CCN(CC(=O)Nc1ccc2c(c1)OCCO2)C(=O)c1cc(S(=O)(=O)N2CCOCC2)ccc1F do in these assays?
BAZ2B block: 6%; Pol iota inh: 31%[activator]; POLK inh: -15%; G9a block: 12%; POLH inh: -21%; APE1 inh: 12%

What do the screens show for `O=C1C2CC(O)CN2C(=S)N1Cc1ccccc1` (stereo unspecified)?
BAZ2B block: -3%; BLM inh: 2%; POLB inh: 1%; Pol iota inh: -24%[58.9 µM]; POLK inh: -12%; G9a block: 24%[12.7 µM]; POLH inh: -16%; APE1 inh: 1%; Anesthetic bind: -10%

How did Cc1ccc(C(=O)NCc2ccccn2)c(Cl)c1 do in these assays?
BAZ2B block: 0%; BLM inh: -1%; POLB inh: 3%; Pol iota inh: 5%; POLK inh: -1%; POLH inh: -19%; APE1 inh: -2%; Anesthetic bind: -10%

Results for S=C(NCCc1ccccn1)Nc1ccccc1Cl ?
BAZ2B block: -15%; BLM inh: 1%; POLB inh: -3%; Pol iota inh: inconclusive; POLK inh: -10%; POLH inh: -2%; APE1 inh: 5%; Anesthetic bind: -9%

Results for CC(=O)Nc1nc(=S)ss1 ?
BAZ2B block: 1%; BLM inh: 1%; POLB inh: 19%; Pol iota inh: inconclusive; POLK inh: -5%; G9a block: inconclusive; POLH inh: 2%; APE1 inh: 2%; Anesthetic bind: -5%

Results for O=C(COc1ccc(Br)cc1)Nc1ccncc1 ?
BAZ2B block: 7%; BLM inh: 0%; POLB inh: -1%; Pol iota inh: -1%; POLK inh: -4%; G9a block: 23%; POLH inh: -5%; APE1 inh: 5%; Anesthetic bind: -4%

Results for C/C(=N\Nc1nccnc1Cl)c1ccc(Cl)c(Cl)c1 ?
BAZ2B block: -11%; BLM inh: 2%; POLB inh: 21%; Pol iota inh: 32%[activator]; POLK inh: -14%; G9a block: -6%[0.501 µM]; POLH inh: 7%; APE1 inh: -3%; Anesthetic bind: -16%

How did NC(=O)c1nsc(C(=O)N(c2cccc(F)c2)C(C(=O)NCC2CCCO2)c2c[nH]c3ccccc23)c1N (stereo unspecified) do in these assays?
BAZ2B block: inconclusive; BLM inh: -7%; POLB inh: -1%; Pol iota inh: 21%; POLK inh: -18%; G9a block: -1%[59 µM]; POLH inh: -23%; APE1 inh: 8%[12.4 µM]; Anesthetic bind: -12%

Results for COc1cc(/C=C(/C#N)c2ccccc2)ccc1Oc1ccc([N+](=O)[O-])cn1 ?
BAZ2B block: 11%; BLM inh: -9%; POLB inh: 4%; Pol iota inh: 3%; POLK inh: -20%; G9a block: inconclusive; POLH inh: 1%; APE1 inh: inconclusive; Anesthetic bind: 6%

How did C/C(=N\NC(=O)COc1ccc(C)cc1[N+](=O)[O-])c1cccs1 do in these assays?
BAZ2B block: 4%; BLM inh: 0%; POLB inh: -25%; Pol iota inh: 35%[activator]; POLK inh: -4%; G9a block: -11%; POLH inh: 3%; APE1 inh: -8%; Anesthetic bind: -9%

Results for CC(C)Oc1ccc(CC2CCC(=O)N(C)C2=O)cc1 (stereo unspecified) ?
BAZ2B block: 8%; BLM inh: -2%; POLB inh: 10%; Pol iota inh: 151%[activator]; POLK inh: -9%; G9a block: 7%[59 µM]; POLH inh: -3%; APE1 inh: 3%; Anesthetic bind: 5%

Results for COc1ccc(OCc2ccc(-c3nc(C#N)c(NCc4ccc(F)cc4)o3)o2)cc1 ?
BAZ2B block: inconclusive; BLM inh: -9%; POLB inh: -11%; Pol iota inh: -2%; POLK inh: -9%; G9a block: 4µM*; POLH inh: -7%; Anesthetic bind: 89%[activator]

The list goes on, overlapping the part above by 3 compounds.
How did C/C(=N\NC(=O)COc1ccc(C)cc1[N+](=O)[O-])c1cccs1 do in these assays?
BAZ2B block: 4%; BLM inh: 0%; POLB inh: -25%; Pol iota inh: 35%[activator]; POLK inh: -4%; G9a block: -11%; POLH inh: 3%; APE1 inh: -8%; Anesthetic bind: -9%

Results for CC(C)Oc1ccc(CC2CCC(=O)N(C)C2=O)cc1 (stereo unspecified) ?
BAZ2B block: 8%; BLM inh: -2%; POLB inh: 10%; Pol iota inh: 151%[activator]; POLK inh: -9%; G9a block: 7%[59 µM]; POLH inh: -3%; APE1 inh: 3%; Anesthetic bind: 5%

Results for COc1ccc(OCc2ccc(-c3nc(C#N)c(NCc4ccc(F)cc4)o3)o2)cc1 ?
BAZ2B block: inconclusive; BLM inh: -9%; POLB inh: -11%; Pol iota inh: -2%; POLK inh: -9%; G9a block: 4µM*; POLH inh: -7%; Anesthetic bind: 89%[activator]

Results for CC(=C/c1ccco1)/C=N/NC(=O)CSc1nnc(SCc2ccc(C)cc2)s1 ?
BAZ2B block: inconclusive; BLM inh: -6%; POLB inh: inconclusive; Pol iota inh: 2%; POLK inh: -5%; G9a block: inconclusive; POLH inh: inconclusive; APE1 inh: -7%; Anesthetic bind: -13%

What do the screens show for `CCCOc1ccc(-c2c(C(=O)N/N=C(\C)c3cccs3)nnn2-c2nonc2N)cc1`?
BAZ2B block: -25%; BLM inh: -1%; POLB inh: inconclusive; Pol iota inh: -4%; POLK inh: -8%; POLH inh: -4%; APE1 inh: 5%; Anesthetic bind: -9%

Results for CC1CCN(CC(=O)Nc2ccccc2C#N)CC1 ?
BAZ2B block: 0%; BLM inh: -1%; POLB inh: 1%; Pol iota inh: 4%; POLK inh: 0%; G9a block: 6%[59 µM]; POLH inh: -14%; APE1 inh: 1%; Anesthetic bind: 2%

How did CCc1nc2ccccc2c(=O)n1NC(=O)c1c(O)c2ccccc2n(CC)c1=O do in these assays?
BAZ2B block: 0%; BLM inh: -9%; POLB inh: 15%; Pol iota inh: 138%[activator]; POLK inh: -1%; G9a block: 55%[activator]; POLH inh: -10%; APE1 inh: 0%; Anesthetic bind: -14%

How did C=CCNC(=S)N1CCN(C2CCCCC2)CC1 do in these assays?
BAZ2B block: -19%; BLM inh: -1%; POLB inh: -10%; Pol iota inh: 53%[activator]; POLK inh: -7%; G9a block: 7%; POLH inh: -5%; APE1 inh: 9%; Anesthetic bind: 1%

How did O=C(COC(=O)c1ccc(F)c(S(=O)(=O)N2CCOCC2)c1)c1ccc(Br)cc1 do in these assays?
BAZ2B block: -6%; Pol iota inh: 17%; POLK inh: 0%; G9a block: -35%; POLH inh: -20%; APE1 inh: 5%

Results for COc1ccc(Br)c(C(=O)NNC(=O)c2ccc(NS(=O)(=O)c3cccs3)cc2)c1 ?
BAZ2B block: 10%; Pol iota inh: 9%; POLK inh: -3%; G9a block: 1%[0.501 µM]; POLH inh: -4%; APE1 inh: 13%

How did CCNC(=O)COC(=O)CCC(=O)c1cccs1 do in these assays?
BAZ2B block: 10%; BLM inh: 7%; POLB inh: -23%; Pol iota inh: 18%; POLK inh: -5%; G9a block: inconclusive; POLH inh: -3%; APE1 inh: 4%; Anesthetic bind: -12%

What do the screens show for `COC(=O)c1ccc(-c2noc(CN3CCCC(CNC(C)=O)C3)n2)cc1` (stereo unspecified)?
BAZ2B block: -17%; BLM inh: -5%; POLB inh: -14%; Pol iota inh: 103%[activator]; POLK inh: -7%; G9a block: 8%; POLH inh: -20%; APE1 inh: 0%; Anesthetic bind: -2%

How did CS(=O)(=O)c1nc(S(=O)(=O)c2ccc(Cl)cc2)c(N2CCOCC2)s1 do in these assays?
BAZ2B block: 2%; BLM inh: 1%; POLB inh: 11%; Pol iota inh: 9%; POLK inh: 0%; G9a block: 0%; POLH inh: -14%; APE1 inh: 2%; Anesthetic bind: -3%

Results for CCN(CC(=O)N1CCCCCC1)S(=O)(=O)c1ccc(C)cc1 ?
BAZ2B block: 11%; BLM inh: 0%; POLB inh: 50%; Pol iota inh: -4%; POLK inh: -1%; G9a block: 18%; POLH inh: 0%; APE1 inh: -5%; Anesthetic bind: -5%

What do the screens show for `CCOC(=O)C(=O)Nc1ncc(Cl)s1`?
BAZ2B block: -9%; BLM inh: 0%; POLB inh: -11%; Pol iota inh: 26%; POLK inh: -5%; G9a block: -47%; POLH inh: -2%; APE1 inh: 1%; Anesthetic bind: -9%

How did CCCCCCCN(C(=O)CCl)c1ccccc1C do in these assays?
BAZ2B block: 38%; BLM inh: -3%; POLB inh: 12%; Pol iota inh: 4%; POLK inh: -1%; G9a block: 20%; POLH inh: -15%; APE1 inh: 4%; Anesthetic bind: -12%

What do the screens show for `Cc1ccnc(NCn2nnc3ccccc32)c1`?
BAZ2B block: -30%; BLM inh: -1%; POLB inh: 33%[activator]; Pol iota inh: inconclusive; POLK inh: -12%; G9a block: 46%[59 µM]; POLH inh: 6%; APE1 inh: -3%; Anesthetic bind: -8%

How did O=C(N/N=C/c1ccc([N+](=O)[O-])o1)C(=O)Nc1ccc(C(=O)O)cc1 do in these assays?
BAZ2B block: -2%; BLM inh: -1%; POLB inh: inconclusive; Pol iota inh: inconclusive; POLK inh: -19%; G9a block: -9%; POLH inh: inconclusive; APE1 inh: -8%; Anesthetic bind: 3%

Results for CCN1CCN(CC(=O)Nc2ccc(N(C)C)cc2)CC1 ?
BAZ2B block: inconclusive; BLM inh: -1%; POLB inh: 0%; Pol iota inh: 92%[activator]; POLK inh: -6%; G9a block: inconclusive; POLH inh: 1%; APE1 inh: 33%; Anesthetic bind: -1%

Results for COc1ccccc1[C@]1(C)ON(c2ccccc2C(F)(F)F)C1=O ?
BAZ2B block: 61%[activator]; Pol iota inh: -2%; POLK inh: -30%; G9a block: 4%[0.501 µM]; POLH inh: -19%; APE1 inh: 14%

Results for O=C(COc1ccc(Br)cc1)Nc1cccc2cccnc12 ?
BAZ2B block: 12%; BLM inh: -4%; POLB inh: -2%; Pol iota inh: 28%; POLK inh: -9%[60.1 µM]; G9a block: 26%[59 µM]; POLH inh: -10%; Anesthetic bind: 2%
